Screening results as filed in PubChem.
BLM inh = Bloom syndrome helicase (human) inhibition; actives 0.2% (n = 350,000); Potency, µM (highest dose often 56.1 µM), for inactives: top-dose activity change, negative = inhibition, actives largely listed as inhibitors; P54132; recombinant BLM DNA unwinding, fluorescence dequenching;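 note: plate controls were vehicle for no effect and no enzyme for full effect; nearly all actives have a fitted effect of over 35% in size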
Pol beta inh = inhibitors of human DNA polymerase beta; Pol beta primer extension/strand displacement, fluorescence kinetic; P06746; actives 1.3% (n = 340,000); Potency, µM (doses to about 114 µM), for inactives: at the top dose activity change, negative = inhibition, actives largely listed as inhibitors; AID 485314; note: % is set by controls: 0 for no effect and ±100 for the full control effect
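Homogeneous kinetic assay of primer extension and strand displacement by 10 nM Pol beta, preincubated 15 min at room temperature with compound before 50 nM substrate (final) was added. Read at 0 and 10 min; four-parameter Hill fit.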
APE1 inh = APE1 (human) endonuclease inhibition | Potency, µM (highest dose often 65.8 µM), without a hit: at the top dose activity change, negative = inhibition, actives largely listed as inhibitors | recombinant APE1, TAMRA/BHQ-2 abasic DNA cleavage fluorescence | AID 2517 | actives 0.35% (n = 350,000);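 note: plate controls were vehicle for no effect and reference inhibitor for full effect; nearly all actives have a fitted effect of over 55% in size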
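Substrate: short duplex with […] THF abasic site, 5'-TAMRA and 3'-BHQ-2, 50 nM final. APE1 at 0.75 nM, preincubated 15 min RT with compound. Fluorescence increase from first to third read measured activity.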
G9a inh = inhibitors of human histone lysine methyltransferase G9a | G9a H3K9 monomethylation, AlphaScreen, 2 h | Potency, µM (series often up to 102 µM), without a hit: top-dose activity, negative = inhibition, hits mostly inhibitors | actives 8.8% (n = 350,000) | AID 504332; note: % is set by controls: 0 for no effect and ±100 for the full control effect; nearly all actives have a fitted effect of over 75% in size
Target sequence (Q96KQ7 913-1193 limits assumed): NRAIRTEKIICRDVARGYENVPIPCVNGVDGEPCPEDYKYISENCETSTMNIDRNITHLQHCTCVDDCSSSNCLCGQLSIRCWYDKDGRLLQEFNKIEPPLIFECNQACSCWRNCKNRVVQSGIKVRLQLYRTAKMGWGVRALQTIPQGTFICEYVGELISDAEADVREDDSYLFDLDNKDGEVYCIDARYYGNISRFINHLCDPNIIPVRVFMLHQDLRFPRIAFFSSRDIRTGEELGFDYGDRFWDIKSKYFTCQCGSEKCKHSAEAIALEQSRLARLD
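Compounds were preincubated with 20 nM G9a for 15 min, after which biotinylated H3K9 peptide (500 nM) and SAM (20 uM) started a 2 h room-temperature reaction. Monomethylated product was quantified by antibody-based AlphaScreen chemiluminescence.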
POLH inh = inhibitors of human DNA polymerase eta | Q9Y253 | recombinant Pol eta, fluorescent DNA replication assay | Potency, µM (series often up to 114 µM), for the others: at the top dose activity change, negative = inhibition, most hits filed as inhibitors | actives 1.2% (n = 390,000) | AID 588591; note: % is set by controls: 0 for no effect and ±100 for the full control effect
Target sequence (Q9Y253 whole entry, looked up): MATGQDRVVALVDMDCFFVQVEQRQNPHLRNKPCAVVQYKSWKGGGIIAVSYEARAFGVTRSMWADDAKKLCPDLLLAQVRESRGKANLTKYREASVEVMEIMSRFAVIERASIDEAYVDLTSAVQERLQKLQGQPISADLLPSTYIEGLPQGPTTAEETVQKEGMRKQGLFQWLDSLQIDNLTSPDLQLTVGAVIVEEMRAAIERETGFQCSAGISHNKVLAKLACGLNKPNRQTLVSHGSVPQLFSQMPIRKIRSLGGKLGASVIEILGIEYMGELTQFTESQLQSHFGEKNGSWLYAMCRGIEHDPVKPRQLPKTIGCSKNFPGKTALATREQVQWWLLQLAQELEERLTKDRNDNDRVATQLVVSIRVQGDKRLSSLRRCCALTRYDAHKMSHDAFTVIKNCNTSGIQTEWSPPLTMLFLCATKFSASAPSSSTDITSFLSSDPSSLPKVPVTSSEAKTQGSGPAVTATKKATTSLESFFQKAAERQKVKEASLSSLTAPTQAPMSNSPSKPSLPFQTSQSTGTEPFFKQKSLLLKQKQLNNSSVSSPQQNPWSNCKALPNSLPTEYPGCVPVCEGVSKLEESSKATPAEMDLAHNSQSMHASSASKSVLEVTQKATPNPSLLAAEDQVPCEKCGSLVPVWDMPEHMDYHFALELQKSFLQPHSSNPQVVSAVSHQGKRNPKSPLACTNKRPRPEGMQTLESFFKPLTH
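Fluorescent replication assay: 50 nM final substrate added after a 15 min room-temperature compound preincubation with 10 nM enzyme. Signal taken at 0 min and again at 10 min.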
POLK inh = DNA polymerase kappa (human) inhibition; actives 0.53% (n = 400,000); purified Pol kappa, fluorescent DNA synthesis assay, 10 min; Potency, µM (highest dose often 107 µM), for inactives: at the highest dose activity, negative = inhibition, usual class: inhibitors; AID 588579; Q9UBT6; note: % is set by controls: 0 for no effect and ±100 for the full control effect
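Fluorescent qHTS in 1536-well format: enzyme (10 nM) and compound sat 15 min at room temperature before 50 nM substrate (final) was added. Signal taken at 0 and 10 min; no-enzyme buffer wells were negative controls.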
Pol iota inh = DNA polymerase iota (human) inhibition; Q9UNA4; Potency, µM (highest dose often 115 µM), for the others: at the top dose activity, negative = inhibition, actives largely listed as inhibitors; actives 1% (n = 390,000); Pol iota fluorescent replication assay, 10 min
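Fluorescent replication assay read twice, at 0 min and 10 min after adding 50 nM (final) substrate. Enzyme (10 nM) and compounds were first incubated 15 min at room temperature; enzyme-free buffer wells were negative controls.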
JMJD2A Tudor inh = inhibitors of human JMJD2A Tudor domain. O75164. AlphaScreen JMJD2A-Tudor / H3K4me3 peptide binding. Potency, µM (top dose mostly 114 µM), for inactives: top-dose activity change, negative = inhibition, actives largely listed as inhibitors. actives 4.4% (n = 390,000); note: % is set by controls: 0 for no effect and ±100 for the full control effect; nearly all actives have a fitted effect of over 50% in size
BAZ2B inh = blocks human BAZ2B; Q9UIF8; AlphaScreen BAZ2B-H3K14Ac peptide displacement; Potency, µM (titrated, usually from 114 µM), for inactives: at the top dose activity change, negative = inhibition, hits mostly inhibitors; actives 4.4% (n = 360,000); AID 504333; note: % is set by controls: 0 for no effect and ±100 for the full control effect; nearly all actives have a fitted effect of over 60% in size
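Compounds, titrated to a top concentration of 110 uM, were incubated 30 min at room temperature with preformed BAZ2B/acetyl-K14 H3 peptide complex (50 nM each). Proximity signal was measured by AlphaScreen after 20 min with beads.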
Starred values were filed as active, the others as inactive; ? = inconclusive; / = no result given; & = joins results of further samples; [ ] = another dose, or the depositor's remark. Calls come from the whole dose curve; as a rule, active = well fitted curve in the direction sought with a large enough effect; inconclusive = small, poorly fitted or top-dose-only effect, or another doubt; inactive = no such curve, though single readings can be large; an effect the other way counts as inactive or inconclusive. Potency is the fitted concentration of half-maximal effect. Only part of the results is shown; rates above refer to the full screens.

1. Cc1ccc2c(c1)=C(c1sc(N(C)c3ccc(O)cc3)nc1O)C(=O)N=2
2. CCOCCCN1C(=O)C(O)=C(C(C)=O)C1c1cccs1 (stereo not given)
3. CCn1c(SCC(=O)C(C)(C)C)nnc1-c1ccccc1OC
4. O=C(O)Cc1ccc(NC(=O)Nc2cccc3ccccc23)cc1
5. CCc1ccc[n+](-c2nc([O-])sc2C=O)c1
6. COc1ccc(CN(C)CC(=O)NC(=O)NCc2ccccc2)cc1OC

Compound	1	2	3	4	5	6
BLM inh	-7.1%	/	-1.4%	-6.7%	-1.5%	0.2%
Pol beta inh	0.2%	/	-0.5%	?	-16.4%	24.9%
APE1 inh	60.8%	/	6.1%	16.8%	2.7%	14.7%
G9a inh	44.7µM*	/	-10.5%	/	8.2%	1.4%[59 µM]
POLH inh	-8.7%	-4.9%	-12.0%	-4.7%	-10.7%	-16.6%
POLK inh	-3.6%	-4.6%	3.1%	-17.7%	-4.9%	-1.8%
Pol iota inh	?	2.7%	1.0%	-21.5%	115.8%[activator]	128.6%[activator]
JMJD2A Tudor inh	-3.4%	89.1µM*	-14.2%	-18.2%	-5.8%	-5.6%
BAZ2B inh	-19.5%	/	-5.9%	-8.2%	3.8%	11.4%

7. CC(C)c1nnc(NC(=O)COC(=O)/C=C/c2ccc([N+](=O)[O-])cc2)s1
8. COC(=O)c1cc(OC)c(OC)cc1N1C(=O)CCCC1=O
9. Cc1ccc(Cn2cc(C(=O)c3ccc4c(c3)OCO4)c(=O)c3cc(C)ccc32)cc1
10. Cn1c(=O)c2c(-c3ccc(Cl)cc3)n(Cc3ccccc3)cc2n(C)c1=O
11. CN1CCN(S(=O)(=O)c2cccc(C(=O)Nc3sccc3C#N)c2)CC1
12. COc1ccc(OC)c(NC(=O)COC(=O)CN(C)S(=O)(=O)c2ccc(C)cc2)c1

Compound	7	8	9	10	11	12
BLM inh	-14.2%	-0.2%	-7.0%	-8.4%	/	-1.9%
Pol beta inh	4.2%	67.9%	-8.5%	25.7%	/	4.7%
APE1 inh	6.7%	-0.4%	/	/	-15.1%	3.8%
G9a inh	104.5%[activator]	-1.6%	-41.5%[59 µM]	6.0%[59 µM]	?	20.8%[59 µM]
POLH inh	-0.6%	-16.7%	-9.6%	-11.8%	-11.5%	-0.7%
POLK inh	-3.7%	-4.6%	-9.2%	6.1%	-27.0%	-10.0%
Pol iota inh	20.9%	1.2%	31.6%[activator]	11.2%	?	30.2%[activator]
JMJD2A Tudor inh	-19.1%	-14.1%	?	-18.3%	-35.1%	-18.6%
BAZ2B inh	10.1%	-5.8%	-28.5%	-20.9%	-12.5%	-9.3%

13. CC1CCCN(CCOc2ccc(Br)cc2)C1 (stereo not given)
14. Cc1cc(-c2ccccc2)n2nc(N)nc2n1
15. O=C(CCC1N=C2c3ccccc3N=C(SCc3ccc(Cl)cc3)N2C1=O)NCc1ccco1 (stereo not given)
16. COc1ccc(N(Cc2cc3ccc(C)cc3[nH]c2=O)C(C)=O)cc1
17. Cc1ccc(-c2nnn(CC(=O)N(Cc3cccs3)C(C(=O)NC3CCCCC3)c3ccco3)n2)o1 (stereo not given)
18. CC(=O)Oc1ccc(C(=O)Nc2ccccc2C(=O)Nc2cccc(C(=O)O)c2)cc1

Compound	13	14	15	16	17	18
BLM inh	5.4%	-1.0%	-4.9%	1.1%	-1.1%	-2.8%
Pol beta inh	40.3%	16.6%	0.9%	-1.2%	5.4%	-3.4%
APE1 inh	13.8%	6.5%	-3.5%	2.1%	-1.3%	-32.3%
G9a inh	10µM*	9.1%[59 µM]	?	4.2%	31.3%[59 µM]	/
POLH inh	0.7%	-4.8%	-3.0%	9.3%	10.6%	6.9%
POLK inh	4.1%	-13.2%	-18.2%	-4.3%	-12.1%	2.3%
Pol iota inh	106.7%[activator]	50.8%[activator]	7.2%	1.8%	2.5%	67.7%[activator]
JMJD2A Tudor inh	20µM*	7.0%	?	-11.0%	-5.5%	-23.8%
BAZ2B inh	?	2.3%	?	-3.3%	3.7%	-9.1%

19. S=C(NC1CCCC1)N1CCOCC1
20. COc1ccccc1Oc1ccc(N/C=C/C(=O)C(C)(C)C)cc1
21. O=C(O)c1ccc(-n2[nH]c3c(c2=O)CCCC3)cc1
22. CC(=O)C1=C(C)NC(=O)NC1c1ccc(Cl)cc1 (stereo not given)
23. N#Cc1ccccc1Cn1c(=O)n(CCCC(=O)NCc2ccc3c(c2)OCO3)c(=O)c2ccccc21
24. CCC(=O)Nc1ccc(-c2nnc(SCC(=O)N3CCCCC3)n2C)cc1

Compound	19	20	21	22	23	24
BLM inh	-0.9%	-6.4%	1.8%	0.1%	2.3%	-6.3%
Pol beta inh	84.6%	1.4%	28.2µM*	1.7%	-28.7%	-3.4%
APE1 inh	-4.6%	0.3%	?	2.3%	3.7%	-4.5%
G9a inh	-1.5%	20.2%	/	-1.6%	-5.5%	-2.2%[59 µM]
POLH inh	0.4%	-16.4%	35.5µM*	-3.5%	-18.4%	6.5%
POLK inh	-9.3%	-0.5%	?	-2.6%	-8.1%	-16.6%
Pol iota inh	21.2%	29.3%	?	76.1%[activator]	133.2%[activator]	27.4%
JMJD2A Tudor inh	-9.1%	-11.9%	-7.6%	-9.8%	1.7%	-9.2%[57.1 µM]
BAZ2B inh	-13.0%	-12.9%	-12.1%	-34.1%	-0.8%	10.0%

25. O=C(Nc1ccc2c(c1)OCO2)c1cnn2c1NC(c1ccco1)CC2C(F)(F)F (stereo not given)
26. Cc1cc(C(=O)COc2cccc3cccnc23)c(C)n1C
27. CCn1c2ccccc2c2cc(NC(=O)c3cc(C)on3)ccc21
28. O=c1cc(-c2ccccc2)[nH]c2cc(Cl)ccc12
29. COc1ccccc1-c1nn2c(-c3ccc(C(C)(C)C)cc3)nnc2s1
30. Cc1ccc(C(=O)Nc2ccc3c(c2)OCCO3)cc1

Compound	25	26	27	28	29	30
BLM inh	-4.7%	-0.2%	-13.0%	-3.4%[120 µM]	-1.3%	-2.9%
Pol beta inh	-12.0%	11.2µM*	-5.0%	1.6%	13.5%	-0.3%
APE1 inh	-3.0%	-8.4%	-28.3%	?	0.8%	33.3%
G9a inh	-4.7%	2.82µM*	-31.1%	3.8%&-5.5%	2.3%	-8.2%
POLH inh	10.4%	?	-25.2%	-5.5%	/	-10.9%
POLK inh	-5.4%	-11.6%	-0.3%	-9.5%&-23.3%	/	-0.3%
Pol iota inh	7.1%	8.1%	56.7%[activator]	?	/	62.8%[activator]
JMJD2A Tudor inh	-5.3%	-11.8%[57.1 µM]	-7.9%	-15.5%	/	-5.4%
BAZ2B inh	-21.7%	11.2µM*	?	-3.1%	5.4%	-6.8%

Of the compounds above, these contain a furan ring, fused or not:
15. O=C(CCC1N=C2c3ccccc3N=C(SCc3ccc(Cl)cc3)N2C1=O)NCc1ccco1 (stereo not given)
17. Cc1ccc(-c2nnn(CC(=O)N(Cc3cccs3)C(C(=O)NC3CCCCC3)c3ccco3)n2)o1 (stereo not given)
25. O=C(Nc1ccc2c(c1)OCO2)c1cnn2c1NC(c1ccco1)CC2C(F)(F)F (stereo not given)

Compound	15	17	25
BLM inh	-4.9%	-1.1%	-4.7%
Pol beta inh	0.9%	5.4%	-12.0%
APE1 inh	-3.5%	-1.3%	-3.0%
G9a inh	?	31.3%[59 µM]	-4.7%
POLH inh	-3.0%	10.6%	10.4%
POLK inh	-18.2%	-12.1%	-5.4%
Pol iota inh	7.2%	2.5%	7.1%
JMJD2A Tudor inh	?	-5.5%	-5.3%
BAZ2B inh	?	3.7%	-21.7%

The listing continues:
31. COc1ccccc1NC(=S)NCCSc1ccc(Cl)cc1
32. COc1ccc(Nc2nc(C(C)(C)C)nc3c2nnn3Cc2ccccc2Cl)cc1OC
33. CC(C)c1nnc(NC(=O)CSc2ncn[nH]2)s1
34. COC(=O)C1=C(C)N(c2ccc(Cl)c(Cl)c2)C(=O)C1
35. Cc1ccc2cccc(NC(=O)c3ccc(Br)o3)c2n1
36. Cc1ccc(CN(C)C(=O)C2CCC(=O)N(CC3CCCCC3)C2)o1 (stereo not given)

Compound	31	32	33	34	35	36
BLM inh	-12.0%	/	-3.0%	1.9%	-3.0%	-21.5%
Pol beta inh	1.3%	/	-15.3%	-0.8%	1.2%	6.4%
APE1 inh	-1.9%	/	2.5%	8.9%	-1.4%	-16.1%
G9a inh	-3.6%	/	?	?	-34.9%	/
POLH inh	-15.6%	-2.7%	2.2%	0.5%	-9.4%	-12.8%
POLK inh	-4.7%	-2.6%	-7.4%	-5.9%	-23.7%	0.0%
Pol iota inh	7.6%	7.7%	4.3%	2.8%	-7.0%	13.0%
JMJD2A Tudor inh	-2.1%	-12.1%	-1.4%	-20.1%	-6.2%	-21.9%
BAZ2B inh	-30.4%	/	4.1%	-8.0%	-1.3%	-6.1%

37. CC(C(=O)Nc1cccnc1)N1C(=O)C2C3C=CC(C3)C2C1=O (stereo not given)
38. Cc1noc(C(=O)N2CCN(c3ccc(F)cc3)CC2)c1Cl
39. Cc1ccc(CNC(=O)C2CCCN(S(C)(=O)=O)C2)cc1 (stereo not given)
40. CC1(C(=O)NC2CCCCCCC2)CCC(=O)N1Cc1cccnc1 (stereo not given)
41. COc1ccc(/C=C/c2ccc3c(Br)ccc(O)c3n2)cc1
42. Cc1ccc(S(=O)(=O)NN=C2C(=O)C3CCC2C3Cl)cc1 (stereo not given)
43. CCOc1ccccc1NC(=O)C(OC(=O)c1cc(C)oc1C)c1ccccc1 (stereo not given)

Compound	37	38	39	40	41	42	43
BLM inh	-0.2%	-0.4%	0.9%	0.5%	-5.8%	/	-10.4%
Pol beta inh	10.8%	3.5%	1.3%	8.9%	-0.5%	/	15.6%
APE1 inh	1.5%	1.4%	7.0%	-9.2%	41.1%	/	-0.3%
G9a inh	/	0.6%[59 µM]	2.7%	-14.2%	1.8%	/	-6.3%[59 µM]
POLH inh	-3.8%	-15.0%	4.6%	-13.0%	13.9%	?	-26.8%
POLK inh	-6.6%	-26.1%	3.3%	0.0%	8.8%	-18.4%	-1.9%
Pol iota inh	20.1%	38.5%[activator]	-6.0%	-2.1%	40.3%[activator]	-0.8%	7.5%
JMJD2A Tudor inh	6.8%	-14.2%	-11.7%	0.0%	-20.4%	?	-5.7%
BAZ2B inh	-6.7%	3.5%	1.6%	-22.4%	-38.1%	/	-0.2%
